SUMO1 PPI mod = modulators of SUMO1 protein-protein interactions, primary screen, biochemical, uHTS. AID 602429, 2012. SUMO1 binding to a labelled peptide, TR-FRET, 1 h. 360,000 tested, 0.33% active. inhibition, % at 20 µM. Small ubiquitin-related modifier 1 (Homo sapiens), P63165; in the data active = inhibition above about 37%
Target sequence (P63165 whole entry, looked up): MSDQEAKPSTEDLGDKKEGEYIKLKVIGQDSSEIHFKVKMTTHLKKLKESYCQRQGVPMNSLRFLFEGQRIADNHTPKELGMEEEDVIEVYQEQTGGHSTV
Scp-1 inhibitor = Scp-1 phosphatase inhibitors, primary screen, biochemical, colorimetric, uHTS; 340,000 tested, 0.88% active; Recombinant Scp1, phosphopeptide, malachite green phosphate absorbance; inhibition, % at 20 µM; AID 493091, 2011; Carboxy-terminal domain RNA polymerase II polypeptide A small phosphatase 1 (Homo …;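 active = inhibition above about 50% at 20 µM, limit read from the data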;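 also: plate controls were DMSO wells with enzyme for no effect and wells lacking enzyme for full effect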
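Material: truncated SCP-1 phosphatase (76-261aa) / Buffer or medium: 50 mM Tris acetate pH 5.5, 0.005% Tween-20, 10 mM MgCl2 / Compound dosing: one concentration, 20 µM, with 1.0% DMSO / Incubation: 45 min room-temperature reaction, 5 min colour, 30 min stabiliser / Detection: colorimetric free-phosphate detection, absorbance 630 nm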
LMPTP block = LMPTP phosphatase inhibitors, primary screen, biochemical, fluorescence intensity, uHTS; AID 651560, 2012; recombinant LMPTP-A, OMFP fluorogenic substrate; 360,000 tested, 0.22% active; inhibition, % at 20 µM;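 active = compounds that cut the enzyme signal by at least half of the control window in the single-dose screen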;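 also: plate controls were DMSO wells with enzyme plus substrate for no effect and substrate without enzyme for full effect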
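Buffer or medium: Bis-Tris pH 6.0, DTT, detergent; Assay system: LMPTP-A enzyme; Quantity: 0.625 nM enzyme; Detection: endpoint fluorescence intensity; Times: 50 min dark incubation at room temperature; Controls: substrate-only low control, DMSO enzyme-plus-substrate high control; Doses: single 20 µM dose; Read-out: percent inhibition versus substrate-only and uninhibited controls; Reagent: 400 µM OMFP.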
DNMT1 inh = human DNMT1 methyltransferase inhibitors, primary screen, biochemical, molecular beacon, fluorescence, HinP1I cleavage, uHTS; inhibition (reported as % activation of signal), % at 10 µM; 360,000 tested, 0.83% active; AID 588458, 2011; in the data active = inhibition above about 50%
NadD block = inhibitors of S. aureus NadD, primary screen, biochemical, colorimetric, uHTS; purified NadD enzyme, colorimetric absorbance read-out; inhibition, % at 20 µM; 360,000 tested, 0.78% active; in the data active = inhibition above about 26%; also: some compounds past the cut are filed as inactive
STEP block = STEP phosphatase inhibitors, primary screen, biochemical, fluorescence intensity, uHTS; recombinant STEP, OMFP fluorogenic substrate; inhibition, % at 20 µM; 360,000 tested, 0.25% active; AID 588621, 2011;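 active = inhibition at 20 µM, scaled per plate between control wells, above about 37%, limit read from the data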;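 also: 0% = DMSO with enzyme and substrate and 100% = substrate only without enzyme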
Target sequence (P54829 whole entry, looked up): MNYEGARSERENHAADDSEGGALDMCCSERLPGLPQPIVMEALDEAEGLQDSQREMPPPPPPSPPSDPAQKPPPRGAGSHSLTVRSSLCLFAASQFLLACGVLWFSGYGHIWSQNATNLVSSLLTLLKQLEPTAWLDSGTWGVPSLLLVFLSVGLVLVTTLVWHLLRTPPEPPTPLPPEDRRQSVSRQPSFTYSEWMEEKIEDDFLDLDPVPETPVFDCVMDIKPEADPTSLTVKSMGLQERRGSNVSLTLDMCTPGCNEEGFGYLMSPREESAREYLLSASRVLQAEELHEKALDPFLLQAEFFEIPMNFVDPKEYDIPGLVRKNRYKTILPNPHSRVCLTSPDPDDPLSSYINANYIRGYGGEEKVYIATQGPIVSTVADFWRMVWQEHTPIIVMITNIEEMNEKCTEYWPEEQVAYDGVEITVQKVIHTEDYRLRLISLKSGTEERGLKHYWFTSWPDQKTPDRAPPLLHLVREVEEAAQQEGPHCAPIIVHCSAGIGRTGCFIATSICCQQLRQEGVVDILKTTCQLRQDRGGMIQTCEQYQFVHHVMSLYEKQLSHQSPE
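Material: STEP (striatal-enriched tyrosine phosphatase) enzyme, cell-free | Medium: 50 mM Bis-Tris pH 6.0 with 2.5 mM DTT and 0.005% Tween 20 | Read-out: Percent inhibition scaled to no-enzyme and uninhibited-enzyme controls, plate-pattern corrected | Signal: Fluorescence read at 480 nm ex / 540 nm em | Times: 20 min reaction, room temperature, in the dark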
TbMetRS inhib = T. brucei MetRS inhibitors, primary screen, biochemical, luminescence; methionyl-tRNA synthetase (Trypanosoma brucei brucei); purified T. brucei MetRS, ATP depletion, Kinase-Glo luminescence; inhibition, % at 11.9 µM; 360,000 tested, 0.4% active;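 active = inhibition above a per-plate cutoff of the control wells' mean inhibition plus 3 SD, cut at about 5.5% in these data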;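 also: 0% = DMSO wells median and 100% = median of wells with control inhibitor compound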
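System: purified T. brucei MetRS enzyme / Detection: Kinase-Glo luciferase luminescence reporting remaining unconsumed ATP / Medium: HEPES buffer with MgCl2, KCl, DTT, spermine, BSA, pyrophosphatase / Replication: singlicate, one well per compound / Evaluation: percent inhibition relative to median high and low control wells / Schedule: 2 h aminoacylation at 25 °C after 15 min preincubation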
CSN deneddyl inh = inhibitors of CSN-mediated cullin deneddylation, primary screen, biochemical, fluorescence polarization, uHTS. COP9 signalosome complex subunit 5 (Homo sapiens), Q92905. Purified CSN, SCF-Nedd8-OG deneddylation. inhibition, % at 12.5 µM. 360,000 tested, 0.38% active. AID 651999, 2013;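 active = pattern-corrected inhibition above about 35%, with an unprinted fluorescence ratio check between 0.5 and 1.5, limit read from the data, passing the limit was not always enough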;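 also: 0% = enzyme with substrate and 100% = substrate without enzyme; some results filed as inactive read as strong as hits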
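Material: human Csn5 produced in HEK293T cells; Input: enzyme 0.24 nM; Reagent: SCFSkp2-Nedd8OG substrate at 10 nM final; Dosing: 12.5 µM compound; Incubation: 90 min reaction at room temperature; Detection: fluorescence polarization of the substrate; Evaluation: % inhibition of substrate cleavage by Csn5; Control set: substrate-only high control, full reaction low control.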
PABP1 MLLE inh = inhibitors of PABP1 MLLE–PAM2 peptide binding, primary screen, biochemical, fluorescence polarization, FITC-PAM2, GST-MLLE | Polyadenylate-binding protein 1 (Homo sapiens), P11940 | inhibition, % at 20 µM | 360,000 tested, 0.36% active | AID 588489, 2011; in the data active = inhibition above about 35%, passing the limit was not always enough;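 also: plate controls were DMSO wells with GST-MLLE for no effect and wells lacking GST-MLLE protein for full effect; some results filed as inactive read as strong as hits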
Rpn11 inh = Rpn11 (PSMD14) deubiquitinase inhibitors, primary screen, biochemical, fluorescence polarization, uHTS; 26S proteasome non-ATPase regulatory subunit 14 (Homo sapiens), O00487; human 26S proteasome, Ub4-pepOG fluorescence polarization; 20S core pre-blocked with epoxomicin; calls only at 20 µM; 360,000 tested, 0.59% active;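 active = inhibition at 20 µM, scaled to each plate's controls, above about 33%, limit read from the data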
Target sequence (O00487 whole entry, looked up): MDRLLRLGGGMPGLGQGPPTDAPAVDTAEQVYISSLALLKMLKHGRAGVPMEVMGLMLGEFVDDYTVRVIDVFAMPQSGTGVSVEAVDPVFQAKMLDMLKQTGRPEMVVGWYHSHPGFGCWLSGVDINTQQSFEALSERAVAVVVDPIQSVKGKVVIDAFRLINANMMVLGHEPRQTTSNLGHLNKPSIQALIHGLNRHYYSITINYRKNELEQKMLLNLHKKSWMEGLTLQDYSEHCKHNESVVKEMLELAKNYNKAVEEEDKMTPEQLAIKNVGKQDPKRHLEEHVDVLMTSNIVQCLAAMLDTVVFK
Active calls of the source: *. Not a hit list, and some 3.6% of all compounds hit somewhere here.

What do the screens show for `CC(=NC1CCCC1)c1c(C)[nH]n(-c2nc3ccccc3s2)c1=O`?
SUMO1 PPI mod: -2; Scp-1 inhibitor: 7; LMPTP block: 1.1; DNMT1 inh: -1; NadD block: 5; STEP block: 3; TbMetRS inhib: -1.6; CSN deneddyl inh: 8; PABP1 MLLE inh: -38; Rpn11 inh: inactive

Results for Cc1nc2[nH]onc2c2nccc(=O)c12 ?
SUMO1 PPI mod: -13; Scp-1 inhibitor: -3; LMPTP block: 1.3; DNMT1 inh: 0; NadD block: -3; STEP block: -2; TbMetRS inhib: -0.2; CSN deneddyl inh: 5; PABP1 MLLE inh: 3; Rpn11 inh: inactive

Results for CCN(CC)S(=O)(=O)c1ccc(C)c(NC(=O)CN2CCN(Cc3ccccc3)CC2)c1 ?
SUMO1 PPI mod: 21; Scp-1 inhibitor: -13; LMPTP block: -3.0; DNMT1 inh: -2; NadD block: -3; STEP block: 2; TbMetRS inhib: -0.8; CSN deneddyl inh: 5; PABP1 MLLE inh: 0; Rpn11 inh: inactive

Results for CCOC(=O)CSc1nnc(-c2ccccc2OC)o1 ?
SUMO1 PPI mod: -1; Scp-1 inhibitor: -1; LMPTP block: -0.1; DNMT1 inh: 2; NadD block: -2; STEP block: 0; TbMetRS inhib: -0.4; CSN deneddyl inh: 4; PABP1 MLLE inh: -1; Rpn11 inh: inactive

How did CCOC(=O)c1cnc2ccc(OC)cc2c1NCCN1CCOCC1 do in these assays?
SUMO1 PPI mod: -16; Scp-1 inhibitor: -1; LMPTP block: 1.7; DNMT1 inh: 2; NadD block: -4; STEP block: 2; TbMetRS inhib: -0.3; CSN deneddyl inh: -15; PABP1 MLLE inh: 9; Rpn11 inh: inactive

What do the screens show for `O=C(CCc1c[nH]c2ccccc12)N=Nc1c(O)[nH]c2ccccc12`?
SUMO1 PPI mod: -12; Scp-1 inhibitor: -4; LMPTP block: -0.3; DNMT1 inh: -1; NadD block: 1; STEP block: 1; TbMetRS inhib: 0.1; CSN deneddyl inh: 4; PABP1 MLLE inh: -2; Rpn11 inh: inactive

How did O=C(CSC(=S)N1CCCCC1)Nc1ncc2c(n1)CC(c1ccco1)CC2=O (centres undefined) do in these assays?
SUMO1 PPI mod: -1; Scp-1 inhibitor: 5; LMPTP block: 2.6; DNMT1 inh: -7; NadD block: 5; STEP block: 0; TbMetRS inhib: -0.3; CSN deneddyl inh: 3; PABP1 MLLE inh: 8; Rpn11 inh: inactive

What do the screens show for `COCCCNC(=O)C1CC(=O)N(CCc2ccccc2)C1` (centres undefined)?
SUMO1 PPI mod: -5; Scp-1 inhibitor: -4; LMPTP block: -0.2; DNMT1 inh: 0; NadD block: 3; STEP block: -6; TbMetRS inhib: -0.5; CSN deneddyl inh: 2; PABP1 MLLE inh: -10; Rpn11 inh: inactive

What do the screens show for `Cc1cccc(S(=O)(=O)NCCC(=O)OCC(=O)Nc2ccc(C#N)cc2)c1`?
SUMO1 PPI mod: -1; Scp-1 inhibitor: -9; LMPTP block: -1.5; DNMT1 inh: 0; NadD block: -7; STEP block: -4; TbMetRS inhib: -0.4; CSN deneddyl inh: -2; PABP1 MLLE inh: 5; Rpn11 inh: inactive

How did Cc1ccnc(SCc2cn3c(C)cc(C)nc3n2)n1 do in these assays?
SUMO1 PPI mod: 3; Scp-1 inhibitor: -8; LMPTP block: 1.3; DNMT1 inh: -2; NadD block: -2; STEP block: -1; TbMetRS inhib: 0.0; CSN deneddyl inh: -1; PABP1 MLLE inh: 14; Rpn11 inh: inactive

Results for COC(=O)c1ccccc1S(=O)(=O)N1CCC(NC(=O)C(Cc2cccc(OC)c2OC)NC(C)=O)CC1 (centres undefined) ?
SUMO1 PPI mod: -4; Scp-1 inhibitor: -3; LMPTP block: -1.6; DNMT1 inh: 0; NadD block: 0; STEP block: -1; TbMetRS inhib: 0.3; CSN deneddyl inh: 2; PABP1 MLLE inh: -12; Rpn11 inh: inactive

How did O=C(Nc1ccccc1N1CCCC1)c1ccc(Cl)c(S(=O)(=O)N2CCOCC2)c1 do in these assays?
SUMO1 PPI mod: -30; Scp-1 inhibitor: -6; LMPTP block: 0.1; DNMT1 inh: -2; NadD block: 1; STEP block: 2; TbMetRS inhib: -0.4; CSN deneddyl inh: 3; PABP1 MLLE inh: -12; Rpn11 inh: inactive

What do the screens show for `COc1cc(OC)c(OC)cc1/C=C1\CCC/C(=C\c2cc(OC)c(OC)cc2OC)C1=O`?
SUMO1 PPI mod: 0; Scp-1 inhibitor: -12; LMPTP block: 3.6; DNMT1 inh: -8; NadD block: -8; STEP block: -1; TbMetRS inhib: -0.2; CSN deneddyl inh: 37*; PABP1 MLLE inh: -119

Results for Cc1ccc(OCC(=O)N2CCOCC2)cc1C ?
SUMO1 PPI mod: -5; Scp-1 inhibitor: 0; LMPTP block: -0.7; DNMT1 inh: 2; NadD block: 2; STEP block: 0; TbMetRS inhib: -1.6; CSN deneddyl inh: -4; PABP1 MLLE inh: 7; Rpn11 inh: inactive

What do the screens show for `Cc1ccc(/C=N/NC(=O)C2COc3ccccc3O2)s1` (centres undefined)?
SUMO1 PPI mod: -12; Scp-1 inhibitor: 0; LMPTP block: 0.5; DNMT1 inh: 0; NadD block: 1; STEP block: 2; TbMetRS inhib: -0.3; CSN deneddyl inh: -7; PABP1 MLLE inh: 6; Rpn11 inh: inactive

How did O=C(CN1C(=O)c2ccccc2C1=O)Nc1ccccc1C(=O)NC1CCCCCC1 do in these assays?
SUMO1 PPI mod: -1; Scp-1 inhibitor: -15; LMPTP block: -0.7; DNMT1 inh: -2; NadD block: 3; STEP block: 2; TbMetRS inhib: -0.1; CSN deneddyl inh: 2; PABP1 MLLE inh: -8; Rpn11 inh: inactive

Results for Cc1cccc(C(=O)NCC(c2ccc(F)cc2)N2CCOCC2)c1 (centres undefined) ?
SUMO1 PPI mod: 7; Scp-1 inhibitor: -4; LMPTP block: -1.4; DNMT1 inh: 0; NadD block: -3; STEP block: -2; TbMetRS inhib: -0.8; CSN deneddyl inh: -1; PABP1 MLLE inh: 1; Rpn11 inh: inactive

How did O=C1c2cccc3cccc(c23)N1Cc1cccc(F)c1 do in these assays?
SUMO1 PPI mod: -18; Scp-1 inhibitor: -12; LMPTP block: 3.0; DNMT1 inh: -1; NadD block: 3; STEP block: 3; TbMetRS inhib: 0.5; CSN deneddyl inh: -1; PABP1 MLLE inh: 3; Rpn11 inh: inactive

Results for OCC1OC(Oc2cccc3ccccc23)C(O)C(O)C1O (centres undefined) ?
SUMO1 PPI mod: -3; Scp-1 inhibitor: -16; LMPTP block: -1.3; DNMT1 inh: -1; NadD block: -5; STEP block: 3; TbMetRS inhib: 0.8; CSN deneddyl inh: 5; PABP1 MLLE inh: -7; Rpn11 inh: inactive

How did CCc1ccc2[nH]c(C(=O)Nc3ccc(F)cc3Br)cc2c1 do in these assays?
SUMO1 PPI mod: -4; Scp-1 inhibitor: -15; LMPTP block: -2.7; DNMT1 inh: 4; NadD block: 9; STEP block: -3; TbMetRS inhib: 0.0; CSN deneddyl inh: 1; PABP1 MLLE inh: -15; Rpn11 inh: inactive

The list goes on, overlapping the part above by two compounds.
Results for OCC1OC(Oc2cccc3ccccc23)C(O)C(O)C1O (centres undefined) ?
SUMO1 PPI mod: -3; Scp-1 inhibitor: -16; LMPTP block: -1.3; DNMT1 inh: -1; NadD block: -5; STEP block: 3; TbMetRS inhib: 0.8; CSN deneddyl inh: 5; PABP1 MLLE inh: -7; Rpn11 inh: inactive

How did CCc1ccc2[nH]c(C(=O)Nc3ccc(F)cc3Br)cc2c1 do in these assays?
SUMO1 PPI mod: -4; Scp-1 inhibitor: -15; LMPTP block: -2.7; DNMT1 inh: 4; NadD block: 9; STEP block: -3; TbMetRS inhib: 0.0; CSN deneddyl inh: 1; PABP1 MLLE inh: -15; Rpn11 inh: inactive

What do the screens show for `Cc1noc(-c2ccccc2)c1NC(=O)Nc1ccccc1`?
SUMO1 PPI mod: 8; Scp-1 inhibitor: -3; LMPTP block: -1.2; DNMT1 inh: 3; NadD block: -3; STEP block: -1; TbMetRS inhib: 0.2; CSN deneddyl inh: 0; PABP1 MLLE inh: -2; Rpn11 inh: inactive

Results for COc1ccc(C2c3[nH]c4ccccc4c3CCN2CCCn2cccn2)c(F)c1 (centres undefined) ?
SUMO1 PPI mod: -5; Scp-1 inhibitor: 4; LMPTP block: 1.2; DNMT1 inh: 5; NadD block: -2; STEP block: 3; TbMetRS inhib: 0.4; CSN deneddyl inh: 1; PABP1 MLLE inh: 11; Rpn11 inh: inactive

How did CCc1ccc(-c2ccc3nnc(SCC(=O)NCC4CCCO4)n3n2)cc1 (centres undefined) do in these assays?
SUMO1 PPI mod: -33; Scp-1 inhibitor: -3; LMPTP block: -0.3; DNMT1 inh: 0; NadD block: 8; STEP block: 0; TbMetRS inhib: -0.2; CSN deneddyl inh: 6; PABP1 MLLE inh: 3; Rpn11 inh: inactive

How did COc1ccc(-n2nc3c(N4CCC(C(=O)NC5CCCCC5)CC4)nnc(C)c3c2C)cc1 do in these assays?
SUMO1 PPI mod: 26; Scp-1 inhibitor: 1; LMPTP block: 3.2; DNMT1 inh: -2; NadD block: 9; STEP block: 2; TbMetRS inhib: 0.2; CSN deneddyl inh: 11; PABP1 MLLE inh: -15; Rpn11 inh: inactive

How did Cc1nn(Cc2ccc(F)cc2)c(C)c1NC(=O)c1cnn2cccnc12 do in these assays?
SUMO1 PPI mod: -2; Scp-1 inhibitor: -6; LMPTP block: -0.1; DNMT1 inh: 2; NadD block: 0; STEP block: -1; TbMetRS inhib: -0.5; CSN deneddyl inh: 3; PABP1 MLLE inh: 0; Rpn11 inh: inactive
